Source: PubChem BioAssay
M4 ag: agonists of human muscarinic M4 receptor (CHRM4); P08173; CHO-K1 hM4/Gqi5, Fluo-8 calcium fluorescence; vehicle 0%, full acetylcholine response 100%; activation, % at 3 µM; actives 0.14% (n = 360,000); AID 624127;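 active = activation above the run mean over all test wells plus 3 SD, cut at about 32% in these data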;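 note: peak over basal fluorescence ratio per well then scaled between controls; 0% = DMSO wells and 100% = acetylcholine at EC100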
Target sequence (P08173 whole entry, looked up): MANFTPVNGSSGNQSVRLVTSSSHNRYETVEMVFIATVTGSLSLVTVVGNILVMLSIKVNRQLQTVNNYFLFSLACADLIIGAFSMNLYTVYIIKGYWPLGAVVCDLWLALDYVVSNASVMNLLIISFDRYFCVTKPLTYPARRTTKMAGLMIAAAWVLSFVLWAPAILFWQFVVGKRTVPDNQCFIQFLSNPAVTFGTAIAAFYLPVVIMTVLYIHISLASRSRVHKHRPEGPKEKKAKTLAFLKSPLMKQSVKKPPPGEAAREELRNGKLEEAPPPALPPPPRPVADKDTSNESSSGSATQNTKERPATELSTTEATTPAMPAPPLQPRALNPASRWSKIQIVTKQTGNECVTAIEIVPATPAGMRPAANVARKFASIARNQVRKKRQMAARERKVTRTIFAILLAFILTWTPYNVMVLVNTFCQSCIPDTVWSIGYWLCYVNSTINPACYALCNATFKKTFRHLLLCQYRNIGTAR
M4 PAM: potentiates acetylcholine response at human M4 receptor; actives 0.4% (n = 360,000); activation, % at 3 µM; P08173; CHO-K1 hM4/Gqi5, Fluo-8 calcium fluorescence, ACh EC20; 0% = ACh EC20, 100% = maximal ACh;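 active = activation above its plate's cutoff, the mean activation of sample wells plus 3 SD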; note: some results filed as inactive read as strong as hits
CHRM5 antagonist: blocks acetylcholine activation of human M5 receptor; P08912; inhibition, % at 3 µM; actives 0.59% (n = 360,000); CHO-hM5 cells, Fluo-8 calcium fluorescence, ACh EC80;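 active = inhibition above a per-plate cutoff, the mean of that plate's test compounds plus 3 SD, cut at about 27% in these data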;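 note: 0% = acetylcholine EC80 with DMSO and 100% = DMSO without agonist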
M5 PAM: positive allosteric modulators of human muscarinic M5 receptor; P08912; CHO-K1 hM5, Fluo-8 calcium, ACh EC20 PAM; 0% = ACh EC20, 100% = ACh EC100; activation, % at 3 µM; actives 0.3% (n = 360,000); AID 624038;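 active = activation above the run cutoff, the mean activation of all test compounds plus 3 SD, cut at about 18% in these data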
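Test system: CHO-K1 hM5 cells / Doses: single-point, 3 µM nominal / Times: Post-acetylcholine fluorescence recording 140 s / Technique: Fluo-8 calcium fluorescence / Measure: Max/basal fluorescence ratio as % of EC20–EC100 ACh window / Benchmarks: low control EC20 acetylcholine (0%), high control EC100 acetylcholine (100%) / Replicates: one well per compound, no replicates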
CHRM1 antagonist: antagonists of human M1 muscarinic receptor; P11229; CHO-K1 hM1, Fluo-8 calcium fluorescence, ACh EC80 antagonist; inhibition, % at 3 µM; actives 1.3% (n = 360,000);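 active = percent inhibition above its own plate's cutoff, namely the mean of that plate's compound wells plus 3 SD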;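 note: peak over basal fluorescence ratio during 140 s after agonist addition; 0% = ACh EC80 plus DMSO and 100% = DMSO alone without agonist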
Target sequence (P11229 whole entry, looked up): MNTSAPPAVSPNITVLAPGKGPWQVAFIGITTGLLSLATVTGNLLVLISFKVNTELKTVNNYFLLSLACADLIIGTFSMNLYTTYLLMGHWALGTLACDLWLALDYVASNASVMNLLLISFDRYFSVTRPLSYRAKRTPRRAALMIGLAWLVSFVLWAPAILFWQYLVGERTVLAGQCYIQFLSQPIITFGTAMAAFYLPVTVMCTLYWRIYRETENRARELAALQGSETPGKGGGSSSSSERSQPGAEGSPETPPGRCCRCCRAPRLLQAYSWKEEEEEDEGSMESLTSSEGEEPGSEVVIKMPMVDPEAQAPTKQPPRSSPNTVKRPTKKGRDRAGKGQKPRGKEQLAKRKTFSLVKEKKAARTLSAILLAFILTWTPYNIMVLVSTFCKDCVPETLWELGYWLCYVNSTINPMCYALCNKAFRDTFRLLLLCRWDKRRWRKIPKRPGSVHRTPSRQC
M1 PAM: potentiates human M1 receptor response to acetylcholine | actives 0.088% (n = 360,000) | CHO-K1 hM1, Fluo-8 calcium fluorescence, ACh EC20; 0% = ACh EC20, 100% = maximal ACh | P11229 | AID 588819 | activation, % at 3 µM; in the data active = activation above about 19%, passing the limit was not always enough
CRFBP-R2 agonist: agonists of human CRF-binding protein/CRF-R2 receptor complex | HEK293 CRF-R2/CRF-BP, calcium dye fluorescence (FLIPR); percent of saturating CRF peptide response | activation, % at 13.2 µM | actives 0.46% (n = 350,000) | AID 588473;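 active = activation of at least 50%, plus an integration ratio under a set limit after plate pattern correction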;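 note: plate controls were neutral control wells without compound for no effect and CRF at EC100 for full effect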
M5 ag: agonists of human muscarinic M5 receptor (CHRM5). P08912. CHO-K1 hM5 cells, Fluo-8 calcium fluorescence; 0% DMSO wells, 100% maximal acetylcholine response. activation, % at 3 µM. actives 0.19% (n = 360,000). AID 624037;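 active = activation above the run's mean over test compounds plus 3 SD, cut at about 23% in these data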;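 note: signal is peak over basal fluorescence ratio across the kinetic read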
M4 antag: CHRM4 antagonism in calcium assay | CHO-hM4 cells, ACh EC80, Fluo-8 calcium fluorescence | inhibition, % at 3 µM | actives 0.73% (n = 360,000);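 active = inhibition above its plate's cutoff, the mean inhibition of sample wells plus 3 SD, cut at about 27% in these data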;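 note: 0% = acetylcholine EC80 with DMSO and 100% = DMSO without agonist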
* hit, by the source's call; . = no result given.

SMILES	M4 ag	M4 PAM	CHRM5 antagonist	M5 PAM	CHRM1 antagonist	M1 PAM	CRFBP-R2 agonist	M5 ag	M4 antag
COc1ccc(S(=O)(=O)N2CCC(C(=O)NCC3CCCO3)CC2)cc1OC (stereo not drawn)	0	4	3	3	-3	2	0.8	2	3
CCC1(C(=O)c2ccccc2)C(c2ccc([N+](=O)[O-])cc2)C1(C(=O)OC)C(=O)OC (stereo not drawn)	1	4	5	-3	-3	5	-1.5	-3	-3
O=C(NCc1ccc(F)cc1)N1CCN(C(=O)c2ccccc2)CC1	0	-3	2	-6	-9	5	0.2	0	9
N#Cc1ccsc1NC(=O)CCS(=O)(=O)c1ccccc1	2	4	-3	-5	-11	4	1.7	-3	-13
Cc1ccc(NC(=O)c2cc(-c3ccc(C)c(C)c3O)n[nH]2)cc1C	1	1	9	-3	0	8	-0.7	-2	-23
CCCCn1c(N)c(N(CC(C)C)C(=O)C2CCN(S(=O)(=O)c3ccc(F)cc3)CC2)c(=O)[nH]c1=O	1	7	-27	14	-2	5	0.0	-1	-12
CCN1CCN(C(=O)N(CC(=O)Nc2ccc(C(N)=O)cc2)S(=O)(=O)c2ccc(C)cc2)CC1	0	0	5	-4	-7	4	-0.4	2	7
CC(C)N(CCCNC(=O)c1ccc(N2CCCC2=O)cc1)Cc1ccccc1	0	-10	4	1	-5	3	1.9	-6	-4
Cc1ccc(CNC(=O)c2cc(COc3c(F)cccc3F)on2)s1	-1	-7	11	-1	-2	4	1.0	-12	4
O=C(C1=C(O)C(=O)N(c2ncccn2)C1c1cccs1)c1ccco1 (stereo not drawn)	7	1	4	0	-4	7	0.8	4	-2
CC(=O)Nc1ccc(S(=O)(=O)NCC(=O)NNC(=O)COc2c(C)cccc2C)cc1	0	4	2	10	-9	7	-0.4	1	-13
O=c1[nH]c(Cc2ccccn2)nc2scc(-c3ccc(Cl)cc3)c12	1	10	-3	7	-5	5	-2.2	4	-10
COc1ccccc1NC(=O)N1CCCC1C(=O)NCc1ccccc1Cl (stereo not drawn)	1	-1	3	-3	-12	8	-0.7	2	-1
CC[C@H](C)[C@@H]1NC(=O)c2cc([N+](=O)[O-])cc(F)c2NCCCC[C@@H](C(N)=O)NC(=O)[C@H](CCCCN)NC1=O	3	9	-6	5	-10	14	0.0	6	-4
O=C(N/N=C/c1ccccc1C(=O)O)c1cccc(S(=O)(=O)Nc2cc(Cl)ccc2Cl)c1	0	1	-6	9	-22	6	-2.8	0	11
CCN(CC)CC(C)(C)COC(=O)c1oc2ccccc2c1C	0	-11	-4	3	32*	-22	2.2	-14	-8
CCN(CC)CCNC(=O)c1ccccc1C(=O)c1ncc[nH]1	1	-1	-4	-8	-27	2	1.1	0	-1
COc1ccc([C@@H]2CC=C(C(=O)O)[C@H](c3cccc(Cl)c3)N2S(=O)(=O)c2ccc(C)cc2)cc1OC	0	-5	8	-4	2	3	-1.3	3	0
CC(C)NC(=O)COC(=O)c1cncc(Br)c1	1	1	10	-7	0	3	1.1	-1	3
C=CCn1c(SCC(=O)N2CCCCCC2)nc2ccccc2c1=O	0	-3	5	-4	-2	-1	0.7	-1	-2
COC(=O)Cc1ccc(NC(=S)N2CCN(c3cc(Cl)ccc3C)CC2)cc1	3	1	-2	2	8	-2	0.1	-4	-6
Cc1ccc(C(=O)N2CCN(C3c4cccc5cccc(c45)C3NS(=O)(=O)c3ccccc3)CC2)cc1 (stereo not drawn)	3	-4	5	0	-14	12	1.8	1	-8
COc1ccc(C2=NN(C(=O)CSc3nc(=O)n4ccc(C)cc4n3)C(c3ccc(C)cc3)C2)cc1 (stereo not drawn)	-1	-4	1	7	19	-1	1.1	1	5
Cc1c(Cl)cccc1NC(=O)CSc1ccc(-c2cccnc2)nn1	4	-8	0	-5	-12	8	-0.3	0	5
CC(=O)Nc1cccc(OC(=O)COc2ccc(Br)cc2)c1	4	14	-7	1	-13	9	0.7	1	-19

The list goes on.
SMILES	M4 ag	M4 PAM	CHRM5 antagonist	M5 PAM	CHRM1 antagonist	M1 PAM	CRFBP-R2 agonist	M5 ag	M4 antag
Cc1ccc(S(=O)(=O)NC(=O)c2cccc(Br)c2)cc1	1	8	-1	6	-6	8	-1.2	1	-3
O=C(COC(=O)c1cc[n+]([O-])cc1)Nc1ccc(SC(F)F)cc1	3	20	-4	7	-2	3	2.7	-4	1
C/C(=N\N1C(=O)CSC1=S)c1ccc(Br)cc1	1	-1	-2	-6	1	1	0.6	-4	3
O=C1N(c2ccccc2)C(c2ccc(Cl)cc2)N2CCCN12 (stereo not drawn)	0	-3	13	-8	-5	-3	-0.6	-8	-9
COCCN(CCOC)CC(O)COC(c1ccccc1)c1ccccc1 (stereo not drawn)	1	-3	2	0	-12	-2	1.6	-9	-3
COc1ccc(NC(=O)COC(=O)c2cc(S(=O)(=O)N3CCCC3)ccc2O)cc1	4	-1	3	6	0	1	0.1	6	-1
CC1CCCC(NC(=O)COC(=O)CCC(=O)c2cccs2)C1C (stereo not drawn)	0	-1	15	4	-1	-2	-2.7	-3	6
Clc1ccc(-c2csc(N3CCSCC3)n2)cc1	0	-8	-8	2	-6	8	-0.3	-1	1
NC(=O)c1ccsc1NC(=O)CCc1ccccc1	1	12	16	-10	-11	7	0.4	0	-12
O=C(NCc1ccccn1)Nc1cc(Cl)ccc1Cl	1	4	-12	10	-6	5	-0.7	-3	1
O=C(Nc1cccnc1)c1ccc([N+](=O)[O-])cc1Cl	1	14	1	-4	-3	-2	-4.5	-2	7
CCC(C)OC(=O)C1=C(C)NC(=O)NC1c1ccc(F)cc1 (stereo not drawn)	0	9	-6	6	-16	3	0.9	-2	-11
CCOc1ccccc1NC(=O)COC(=O)CC(NC(N)=O)c1ccc(Cl)cc1 (stereo not drawn)	3	6	17	-8	-11	5	0.1	-3	-4
CN(C(=O)COc1ccc2ccc(=O)oc2c1)C1CCS(=O)(=O)C1 (stereo not drawn)	2	7	-11	15	-9	8	3.5	0	-3
CC1=CC2=NC(=O)/C(=C/c3cccs3)C(=N)N2O1	1	6	3	4	-18	14	-1.0	2	-6
Cn1cnnc1Sc1ccc(/C=C/C(=O)c2ccc(O)cc2)cc1[N+](=O)[O-]	1	6	10	-1	-1	8	-0.9	-1	1
COc1ccc(C(=O)Nc2ccc(C(=O)N3CCOCC3)cc2)cc1OC	1	-3	9	3	-9	6	-0.9	-3	-8
Cc1noc(C)c1COc1ccccc1C(=O)N1CCN(S(=O)(=O)c2ccc(F)c(F)c2)CC1	3	-1	6	-1	-6	2	-0.3	-5	-1
CC1CCN(CCCNC(=O)C2CCCN(c3ncnc4c3nc3n4CCCCC3)C2)CC1 (stereo not drawn)	0	-3	7	-1	5	3	0.0	-8	4
CCOC(=O)N1CCN(Cc2nc3cc(NC(=O)C(C)C)ccc3n2CC)CC1	1	-7	2	3	-8	10	2.0	-5	3
O=C(CSc1nc2ccccc2c(=O)n1Cc1ccco1)N1CCCCCC1	0	13	5	-4	-11	2	-0.9	0	5
CCOC(=O)C1(C)CCCCCN1C(=O)c1ccc(C(F)(F)F)nc1C (stereo not drawn)	1	15	3	-1	-17	10	.	0	-8
CC(C)(C)NC(=O)CN(C(=O)CCC(=O)Nc1nccs1)c1ccc2c(c1)OCCO2	2	7	-3	-4	-11	5	0.8	-2	-13
O=C(C[n+]1ccccc1)Nc1ccccc1C(=O)O	0	-6	-5	0	-1	0	2.1	0	-2
COC(=O)NNC(=O)C(c1ccccc1)c1ccccc1	1	26	1	6	-6	5	-0.6	2	7

Structures above that bear a hit mark in CHRM1 antagonist.
SMILES	M4 ag	M4 PAM	CHRM5 antagonist	M5 PAM	CHRM1 antagonist	M1 PAM	CRFBP-R2 agonist	M5 ag	M4 antag
CCN(CC)CC(C)(C)COC(=O)c1oc2ccccc2c1C	0	-11	-4	3	32*	-22	2.2	-14	-8

Rewritten with two lines to a compound: part of the list above
Second line of a record – M4 ag | M4 PAM | CHRM5 antagonist | M5 PAM | CHRM1 antagonist | M1 PAM | CRFBP-R2 agonist | M5 ag | M4 antag
O=C1N(c2ccccc2)C(c2ccc(Cl)cc2)N2CCCN12 (stereo not drawn)
  0 | -3 | 13 | -8 | -5 | -3 | -0.6 | -8 | -9
COc1ccc(C(=O)Nc2ccc(C(=O)N3CCOCC3)cc2)cc1OC
  1 | -3 | 9 | 3 | -9 | 6 | -0.9 | -3 | -8
O=C(Nc1cccnc1)c1ccc([N+](=O)[O-])cc1Cl
  1 | 14 | 1 | -4 | -3 | -2 | -4.5 | -2 | 7

Next records.
SMILES	M4 ag	M4 PAM	CHRM5 antagonist	M5 PAM	CHRM1 antagonist	M1 PAM	CRFBP-R2 agonist	M5 ag	M4 antag
CCOC(=O)c1ccc(NC=C2C(=O)OC3(CCCCC3)OC2=O)cc1	1	0	11	3	-9	4	2.3	-1	9
CCNc1ccc(S(=O)(=O)NCCN(C)C)cc1[N+](=O)[O-]	0	-10	7	-1	-5	2	-0.3	-4	-2
Brc1ccc(C2=CC(c3cccs3)n3ncnc3N2)cc1 (stereo not drawn)	37*	-29	14	-21	18	-13	318*	27*	4
COc1ccc(OC)c(/C=N/NC(=O)CNC(=O)c2cccc3ccccc23)c1	8	0	16	-11	13	-5	-2.4	-4	-14
Cc1nn(-c2ccccc2)c(C)c1NC(=O)COc1ccc(Br)cc1Cl	3	-4	5	-15	8	-2	-2.9	3	7
Cc1ccc(-n2nc3c(c2NC(=O)c2ccc4c(c2)OCO4)CS(=O)(=O)C3)c(C)c1	1	-4	8	-7	-5	4	-1.5	-2	-3
CCN(CC)C(=O)C1=C(C)N(Cc2ccccc2)C(=O)C(CC(=O)NCCN2CCOCC2)C1 (stereo not drawn)	0	3	-1	-3	-16	12	-3.2	2	-6
CCn1c(SC(C)C(=O)Nc2ccc(N3CCOCC3)cc2)nnc1C1CC1 (stereo not drawn)	1	0	11	-8	-5	4	-1.2	5	4
COc1cccc(CNC(=O)c2ccc(CS(=O)Cc3ccc(C)cc3)o2)c1 (stereo not drawn)	5	5	7	-1	19	7	-1.0	-2	4
CC(=O)NS(=O)(=O)c1ccc(N=c2ssc3c2-c2ccc(C)cc2NC3(C)C)cc1	-1	-18	0	-7	-10	-3	0.6	-8	-24
COc1cc(/C=N/N=C/c2cc(OC)c(O)c(OC)c2)cc(OC)c1O	1	-4	-5	-1	-9	2	1.5	-1	0
CC(C)CN(C(=O)COC(=O)CCc1c[nH]c2ccccc12)c1c(N)n(Cc2ccccc2)c(=O)[nH]c1=O	2	2	7	1	-2	-1	-1.4	1	0
COc1ccc(OC)c(NC(=S)NN2CCOCC2)c1	0	0	-4	5	3	-1	2.1	-4	-2
COc1cccc(/C=N/NC(=O)CCCc2ccc(OC)c(C)c2)c1	6	-7	9	-7	6	-3	-3.3	2	-2
CCc1ccc(NC(=O)CCc2c(C)nn(-c3ccc(N4CCCCC4)nn3)c2C)cc1	5	-4	6	3	-6	2	-0.1	-8	-4
N#C/C(=N\Nc1ccc(Cl)cc1)C(N)=S	19	-18	13	-15	13	-3	43	15	-9
Cc1c(-c2c(C#N)c(N)nc3c2CCCCCC3)cnn1C	1	-1	-4	8	-25	9	0.0	-3	5
COc1cc(/C=C(\NC(=O)c2ccccc2)C(=O)Nc2cccc(O)c2)c([N+](=O)[O-])cc1OC	0	-2	2	6	-3	4	-0.7	1	0
Cc1cccc(NC(=O)CN2C(=O)NC3(CCCCCCC3)C2=O)c1C	1	1	21	3	2	-2	-0.8	3	-6
